# Assay outcomes deposited in PubChem BioAssay by several laboratories.
# SDO1 yeast rescue – sdo1-depleted yeast growth rescue; S. cerevisiae sdo1-depleted JHY4D growth rescue, OD600 30 h; active compounds read high; pdr5 snq2 efflux-pump mutant strain; 140,000 tested, 0.21% active; z-score at 10 µM;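 active = z-score above 3 at both the 24 hr and the 30 hr optical density reads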;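 note: z-score against mean and SD of all compound wells on the same plate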
# INS promoter inh – TRM-6 insulin promoter activity inhibition | TRM-6 cells (human fetal islet line), insulin promoter-eGFP reporter, imaging; reporter expression induced with tamoxifen | inhibition, % at 2 µM | 130,000 tested, 0.9% active | AID 1273;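 active = inhibition above the mean plus 3 SD, with well images judged a real hit on visual review, cut at about 60% in these data, passing the limit was not always enough; inconclusive = inhibition over the cutoff but images rejected on review; inactive = inhibition not above the cutoff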
# SDO1 yeast rescue Rescue 24 h – recorded beside SDO1 yeast rescue, whose call it bears; z-score; S. cerevisiae sdo1-depleted JHY4D growth rescue, OD600; measured here: growth rescue at 24 h;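 0 is the plate mean of compound wells and units are plate SD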
# Numbers without * were called inactive; ? = inconclusive; . = no result given; & = joins results of further samples; ! = a repeat was not active. Rows are unselected, and some 0.94% of all compounds hit somewhere here.
SMILES,SDO1 yeast rescue,SDO1 yeast rescue Rescue 24 h,INS promoter inh
FC(F)(F)c1nnc2ccc(N3CCN(c4ccccc4)CC3)nn12,-0.75,0.18,-35.5
CCNC(=O)c1ccc(C2SCC(=O)N2CCc2ccccc2)cc1 (stereo not given),0.62,0.12,-23.1
Cc1nc(Oc2ccc(Cl)cc2)c2oc3ccccc3c2n1,-1.61,-0.85,37.1
Oc1c(C(c2ccco2)N2CCOCC2)sc2ncnn12 (stereo not given),0.99,0.85,.
O=C(Nc1ccc(S(=O)(=O)NCc2ccccc2)cc1)Nc1ccc2c(c1)OCO2,-1.66,-0.12,31.0
COc1ccc(NC(=O)COC(=O)c2ccc(F)cc2F)cc1,.,.,-36.4
Cc1cc(C)nc(NC(=O)c2ccc(Cl)cc2)n1,.,.,14.3
Cn1c(=O)c2c(-c3ccccc3)n3c4ccccc4ncc3c2n(C)c1=O,.,.,6.7
O=C(COC(=O)/C=C/c1ccccc1)Nc1cccc(Oc2ccccc2)c1,-0.77,-0.6,-40.0
CCC1SC2=NC(C)=C(C(=O)OC)C(c3ccc(C)cc3)N2C1=O (stereo not given),-0.56,-0.16,-15.8

# Molecules shown so far that have a Cl atom, in the order listed:
SMILES,SDO1 yeast rescue,SDO1 yeast rescue Rescue 24 h,INS promoter inh
Cc1nc(Oc2ccc(Cl)cc2)c2oc3ccccc3c2n1,-1.61,-0.85,37.1
Cc1cc(C)nc(NC(=O)c2ccc(Cl)cc2)n1,.,.,14.3

# (listing goes on)
SMILES,SDO1 yeast rescue,SDO1 yeast rescue Rescue 24 h,INS promoter inh
O=C(Nc1ccccc1)Nc1ccccc1NS(=O)(=O)c1cccs1,-1.38,-2.54,46.1
COC(=O)CC1C(=O)NCCN1C(=O)CSc1nnc(Nc2ccc(OC)cc2)s1 (stereo not given),0.18,0.11,45.5
Cc1oc2ccc(OC(=O)N3CCOCC3)cc2c1C(=O)OC(C)C,-1.5,-1.41,-17.4
O=C(NCc1ccco1)c1cnc2n(c1=O)CCS2,.,.,13.9
COC(=O)C1=C(N)c2c(F)cccc2C1(C#N)c1ccccc1 (stereo not given),-0.96,-1.27,-19.4
CCN1CCN(C(=O)c2sc3ncnc(N4CCc5ccccc5C4)c3c2C)CC1,.,.,-50.0
O=c1[nH]c2cc3c(cc2cc1CN(Cc1nnnn1CC1CCCO1)C1CCCCC1)OCO3 (stereo not given),-0.12,-0.94,.
COc1cccc(-c2nnc(SCc3ccc(C#N)cc3)n2Cc2ccco2)c1,-0.27,-0.27,-92.9
CC(=O)Nc1cc(C(C)(C)C)c(O)c(C(C)(C)C)c1,0.28,0.96,13.8
COc1ccccc1OCC(=O)Nc1ccc2c(c1)n(C)c(=O)n2C,.,.,-33.3
Cc1ccc(S(=O)(=O)n2c3ccc(Cl)cc3c3nc(C)sc32)cc1,-1.01,-0.97,80.0*
CC1(C)CC2(CC(C)(C)NC(=O)N2)NC(=O)N1,0.4,0.3,16.7
COc1ccc(/C=N/n2cc(-c3ccc(OC)cc3)nc2N)cc1,-1.63,-0.46,8.3
O=C(Nc1nc2c(s1)CCCC2)c1ccc2ncsc2c1,-1.77,-1.51,-42.9
Fc1ccc(CSc2nncn2NCc2ccc3c(c2)OCO3)cc1,-0.07,-0.53,.
CCN(CC)CCCN(Cc1cc2cc3c(cc2[nH]c1=O)OCO3)C(=O)Nc1ccccc1OC,0.43,0.24,.
CN(C)CCNc1ncnc2c1sc1nc(N3CCOCC3)c3c(c12)CC(C)(C)SC3,0.21,-0.54,7.0
COc1ccccc1NC(=O)CSCc1ccc([N+](=O)[O-])cc1,.,.,35.3
O=Cc1cn(CC(=O)Nc2ccc(F)cc2)c2ccccc12,.,.,14.3
C=CCn1c(SCC(=O)NC2CCCCC2)nnc1-c1ccc(OC)cc1,-0.19,-0.49,-114.3
Cc1ccc(S(=O)(=O)N2CCN(C(=O)N3CCOCC3)C2C)cc1 (stereo not given),1.7,0.49,49.9
CN(C)S(=O)(=O)c1ccc2c(c1)nc1n2CCC1,0.12,0.27,9.4
O=C(Nc1ccccc1F)c1ccc(CSc2ccccc2)o1,-0.47,-0.21,.
CNc1ccc(C2(O)C(=O)c3ccccc3C2=O)cc1,0.11,0.08,-201.6
Cc1cc(C)n(/N=C/c2c[nH]c3ccccc23)c(=O)c1,-0.33,-0.89,33.3
COc1cc(C2C(C(C)=O)=C(O)C(=O)N2CCc2c[nH]c3ccccc23)ccc1O (stereo not given),0.14,-0.06,.
COc1ccc(OC)c(NC(=O)Cn2cc(C#N)c3ccccc32)c1,-0.61,0.78,-92.3
Cc1noc(C)c1S(=O)(=O)Nc1ccc(C(=O)NC2CCCCC2C)cc1 (stereo not given),1.46,2.21,.
O=C(Nc1ccnc(-c2cccnc2)n1)c1ccc(Cl)cc1,0.37,0.98,-13.3
COc1ccccc1C1C2C(=O)N(c3ccccc3)C(=O)C2ON1c1ccccc1 (stereo not given),-0.37,-0.17,63.6
c1ccc2[nH]c(-c3ccnc4ccccc34)nc2c1,0.04&-0.53,-0.22&-1.37,85.7*!
Cc1ccc(C(=O)/C=C\NCc2ccccc2)cc1,0.83,0.07,30.8
Cc1ccc(Sc2c([N+](=O)[O-])ncn2C)cc1,0.61,0.55,.
N#Cc1ccc(-c2ccc(OCC(=O)NCCc3ccccc3)cc2)cc1,-0.04,0.52,.
CC(=O)Nc1nc(Cn2nnc(-c3ccc4c(c3)OCO4)n2)nc(N(C)C)n1,.,.,-14.3
Cc1nc(SCC(=O)Nc2cc(Cl)ccc2[N+](=O)[O-])nc(C)c1C,-0.87,-0.43,.
COCc1cc(C)[nH]c(=O)c1C#N,0.81,0.7,.
Cc1ccc(CSCC(=O)N2CCCC2)cc1,.,.,-107.1
CC1CCc2nc(NC(=O)Cc3cccs3)sc2C1 (stereo not given),-2.33,-1.45,43.8
OC1C[N+]2(CCCCC2)C1,0.29,-0.14,0.0
Cn1nc(-c2ccccc2)c(CO)c1Oc1cccc(C(F)(F)F)c1,.,.,-63.6
CCOC(=O)c1c(C)[nH]c(C(=O)COC(=O)/C=C/c2ccc3c(c2)OCO3)c1C,-0.29,-0.04,.
CCOC(=O)N1CCC(NC(=O)C(NS(=O)(=O)c2ccc3c(c2)CCN3C(C)=O)C(C)C)CC1 (stereo not given),0.19,-0.29,-123.1
CCOC(=O)Cn1c(=O)oc2ccc(C)cc21,.,.,-10.5
O=C(Nc1ccc(Cl)cc1F)c1cc(S(=O)(=O)N2CCCCC2)ccc1F,-0.49,0.85,-5.6
O=C(COc1ccc(S(=O)(=O)NC2CCCCC2)cc1Cl)NCc1ccc2c(c1)OCO2,0.04,0.21,-100.0
CCCCSc1nnc(-c2c[nH]c3ccccc23)n1C,-0.37,-0.34,.
CCCCN(CC)CCCNC(=O)CS(=O)(=O)Cc1nc(-c2cccc(OC)c2)oc1C,0.69,0.03,-28.0
O=C(NCCO)c1nc(NCCO)c2ccccc2n1,5.58*,7.46*,-70.3
CC1Cc2ccccc2N1C(=O)C12CCC(C)(C(=O)C1)C2(C)C (stereo not given),-0.4,-0.57,94.6*
# Additional records.
SMILES,SDO1 yeast rescue,SDO1 yeast rescue Rescue 24 h,INS promoter inh
COc1ccccc1NC(=O)NCCCl,1.39,1.07,53.9
CCC(=O)NC(c1ccc([N+](=O)[O-])cc1)c1c(O)ccc2ccccc12 (stereo not given),-0.46,-1.2,-40.7
COC(=O)CNc1ccc2c(c1)OCO2,0.99,-0.63,-393.3
C[n+]1c2n(c3ccccc31)N=C(c1ccccc1)CS2,0.29,-0.24,31.2&10.0
O=C(O)c1c(Cl)c(Cl)c(Cl)c(Cl)c1C(=O)N1CCOCC1,-0.15,1.23,-66.7
COc1cc2c(N3CCOCC3)cc(O)c(CC(=O)Nc3ccccc3)c2cc1OC,0.56,0.53,6.5
O=C(CCCCCN1C(=O)CCC1=O)Nc1ccc(Br)cc1F,0.6,-0.24,-12.5
Oc1ccc(NCc2ccccc2OCc2ccccc2F)cc1,-0.17,-0.23,-62.9
O=S(N1CCCCC1)C12CC3CC(CC(C3)C1)C2 (stereo not given),.,.,42.9
CC(=O)OCn1nnc2ccccc2c1=O,1.26,0.63,-50.0
CC1=CC2=NC(=O)/C(=C\c3ccc(-c4cccc(Cl)c4)o3)C(=N)N2O1,-1.74,-0.7,-33.3
Cc1cccc(-c2nc(CS(=O)CC(=O)NCc3cccs3)c(C)o2)c1 (stereo not given),-0.1,-0.32,.
CN(C)c1cccc2c(S(=O)(=O)N3CCOCC3)cccc12,-0.34,0.24,.
COC(=O)c1ccc2c(=O)n(-c3ccccc3F)c(=S)[nH]c2c1,.,.,100.0*
CS(=O)(=O)Nc1ccc(C2=NN(C(=O)c3ccco3)C(c3ccc(F)cc3)C2)cc1 (stereo not given),.,.,9.1
O=C(c1ccccc1)N(Cc1ccccc1)c1ccccn1,0.16,0.14,-15.4
CC(C)(C)c1nn(-c2ccccc2)c2nc(Cl)c(C=O)cc12,-0.83,0.6,.
CCOc1nc(-c2ccccc2)ccc1-c1noc(COc2ccccc2)n1,-0.41,-1.2,-22.8
O=C(CCc1nc(-c2ccccc2)no1)Nc1cc(C(F)(F)F)ccc1Cl,-0.71,0.21,5.3
O=C(c1ccc(CS(=O)(=O)c2ccccc2)o1)N1CCOCC1,-0.16,-0.59,.
COC(=O)c1[nH]c(=O)c2ccccc2c1O,0.31,0.07,36.8
COc1ccc(Cl)cc1NC(=S)N1CCN(c2ncccn2)CC1,.,.,30.8
COc1ccc(-c2ocnc2C(=O)Nc2ccccc2N2CCCCC2)cc1,-0.98,0.45,.
Cc1onc(-c2ccccc2Cl)c1C(=O)N1CCN=C1SCc1cccnc1,-0.5,-0.4,?
Cc1ccc(O)c(C(CC(=O)NC(C)C)c2ccccc2)c1 (stereo not given),.,.,-17.6
O=C(NCC(=O)N(c1ccccc1)C(C(=O)NC1CCCC1)c1cccnc1)c1ccco1 (stereo not given),1.04,0.81,-9.3
Cc1ccc(/C=C(\NC(=O)c2ccc(C)cc2)C(=O)NCCCn2ccnc2)cc1,.,.,38.9
O=C(NCC1COc2ccccc2O1)c1ccc(NC(=O)C(c2ccccc2)c2ccccc2)cc1 (stereo not given),0.02,0.08,0.0
CC12CCC(C/C1=N\OC(=O)c1ccc(F)cc1)C2(C)C (stereo not given),-1.9,-1.33,-25.0
CCN(CC)CCOC(=O)c1ccc2c(c1)OCCO2,-0.46,-1.46,45.2
O=C(O)CC12CC3CC(C1)CC(n1ncc(NCc4ccc(F)cc4Cl)c(Cl)c1=O)(C3)C2,.,.,35.3
CCC(=O)Nc1ccccc1C(=O)N1CCOCC1,-0.99,-1.46,22.8
CCOc1cccc(C2C(C(=O)c3ccco3)=C(O)C(=O)N2Cc2ccncc2)c1 (stereo not given),-0.2,0.28,58.3
Nc1nc(F)cc(N2CCCCCC2)n1,.,.,-33.3
Cc1ccccc1-c1cc(C(=O)Nc2nc3c(s2)CCCC3)c2ccccc2n1,-0.94,-1.32,.
CCN(CC)P(=O)(C(NC(=O)OC)C(F)(F)C(F)(F)C(F)(F)C(F)F)N(CC)CC (stereo not given),-0.26,-0.67,.
NS(=O)(=O)c1ccc(NC(=O)CSc2ccccc2)cc1,.,.,11.8
CCOc1ccc2ccccc2c1CNCCN1CCOCC1,1.2,1.09,-44.8
Nc1nc2c(s1)CCc1c-2cnn1-c1ccccc1,-0.46,-0.13,-7.1
CCOC(=O)CCc1c(C)c2ccc(OCc3nn[nH]n3)cc2oc1=O,0.87,0.3,25.0
O=C(NCc1ccccn1)NC12CC3CC(CC(C3)C1)C2,1.2,2.14,34.9
CCOc1ccc(NC(=O)COC(=O)CCCc2c[nH]c3ccccc23)cc1,-1.27,-1.05,30.2
S=c1[nH]nc(Cc2ccccc2)n1Cc1ccco1,0,0.48,31.6
Cc1ccc(S(=O)(=O)C2(C(=O)Nc3ccc(Br)cc3)CC2)cc1,.,.,-25.0
COc1ccc(NC(=O)c2sccc2SCc2cccc(C(F)(F)F)c2)cc1,-0.86,-0.86,-22.7
Cc1ccc2nc(SC(C)C(=O)Nc3cccc([N+](=O)[O-])c3)[nH]c2c1 (stereo not given),-1.68,-1.33,0.0
Cn1c(SCC(=O)N2CCOCC2)nnc1-c1ccccc1,0.42,-0.32,-137.5
Cc1cccc(C)c1NC(=O)NN1C(C)CCCC1C (stereo not given),.,.,-44.4
Cc1nc(N2CCN(c3ccccc3)CC2)nc2c1C(=O)CCC2,-1.86,-0.82,.
Cc1ccc(Cl)cc1Nc1nc(-c2sc(NC(=O)c3cccc(Cl)c3)nc2C)cs1,0.35,0.93,-8.1

# Gathered by group, the compounds so far containing a nitro group on carbon.
SMILES,SDO1 yeast rescue,SDO1 yeast rescue Rescue 24 h,INS promoter inh
COc1ccccc1NC(=O)CSCc1ccc([N+](=O)[O-])cc1,.,.,35.3
Cc1ccc(Sc2c([N+](=O)[O-])ncn2C)cc1,0.61,0.55,.
Cc1nc(SCC(=O)Nc2cc(Cl)ccc2[N+](=O)[O-])nc(C)c1C,-0.87,-0.43,.
CCC(=O)NC(c1ccc([N+](=O)[O-])cc1)c1c(O)ccc2ccccc12 (stereo not given),-0.46,-1.2,-40.7
Cc1ccc2nc(SC(C)C(=O)Nc3cccc([N+](=O)[O-])c3)[nH]c2c1 (stereo not given),-1.68,-1.33,0.0

# Further compounds.
SMILES,SDO1 yeast rescue,SDO1 yeast rescue Rescue 24 h,INS promoter inh
Cc1ccc(Sc2ncccc2C(=O)O)c(C)c1,0.51,-0.32,53.9
CCCCn1c(SCC(=O)Nc2cc(C)on2)nnc1-c1ccco1,0.48,0.28,-14.3
O=C(c1cccc(F)c1)N1CCN=C1SCc1cccnc1,-0.55,0.24,.
CCOC(=O)c1ccccc1NS(=O)(=O)c1ccc(C)cc1,-0.65,-0.62,20.6
